# M. tuberculosis HTS – M. tuberculosis growth inhibition, HTS (AID 449762); M. tuberculosis H37Rv growth inhibition, 7H9 media; higher % means a stronger effect; one-dose inhibition, % at 25 µM; IC50 in µM for titrated hits; 330,000 compounds, 0.59% hits; in the data active = a potency from the dose series; inconclusive = inhibition above about 70% without an active follow-up result;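 also: bacterial growth assessed after seven days of incubation; strong numbers were not always called active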
# Salmonella PhoP GFP – PhoP regulon inhibitors, Salmonella typhi PhoP promoter GFP reporter, confirmatory (AID 1850); Salmonella Typhi PhoP-promoter GFP reporter, fluorescence, 4 h; higher % means a stronger effect; inhibition, % at 50 µM, or IC50 in µM where a hit was titrated; 310,000 compounds, 0.33% hits; in the data active = a potency from the dose series; inconclusive = inhibition mostly from about 25% at the one dose, without a potency; inactive = the rest, 99 in 100 with inhibition below about 19%;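 also: 0% = induced wells with vehicle and 100% = uninduced wells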
# inhibitors of VEEV – inhibitors of VEEV TC-83 cytopathic effect, confirmation, Vero cells (AID 588727) | 350,000 compounds, 0.13% hits | Vero cells, VEEV TC-83 cytopathic effect inhibition; higher % means a stronger effect | inhibition, % at 20 µM, or IC50 in µM where a hit was titrated; in the data active = a potency from the dose series; inconclusive = inhibition mostly from about 14% at the one dose, without a potency; inactive = the rest, 99 in 100 with inhibition below about 12%; also: strong numbers were not always called active
# H1N1 NS1A inhibition – H1N1 influenza NS1A inhibitors, functional cell based assay (AID 504329) | inhibition, % at 12.5 µM, or IC50 in µM where a hit was titrated | NS1A functional cell-based assay, percent inhibition; higher % means a stronger effect | 340,000 compounds, 0.3% hits; in the data active = a potency from the dose series; inconclusive = inhibition above about 27% without an active follow-up result; also: strong numbers were not always called active
# tuberculosis growth – growth inhibition of non-replicating M. tuberculosis (AID 488890) | Mycobacterium tuberculosis non-replicating, growth inhibition; higher % means a stronger effect | 320,000 compounds, 0.39% hits | inhibition, % at 25 µM; hits with a dose series show IC50 in µM; in the data active = a potency from the dose series; inconclusive = inhibition mostly from about 82% at the one dose, without a potency; inactive = the rest, 99 in 100 with inhibition below about 76%;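 also: plate controls were DMSO cells for no effect and high antibiotic wells for full effect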
# inhibitors of VEEV 10K pilot screen – further read-out of inhibitors of VEEV, marked with its call; inhibition, %; measured here: 10K pilot screen inhibition
# Starred values were filed as active, the others as inactive; i = inactive; ? = inconclusive; . = not tested or not shown.
SMILES,M. tuberculosis HTS,Salmonella PhoP GFP,inhibitors of VEEV,H1N1 NS1A inhibition,tuberculosis growth,others
Cc1ccc(N(C)S(=O)(=O)c2cccc(C(=O)N(C)Cc3cnn(-c4ccccc4)c3)c2)cc1,.,.,6.3%,-5%,.,
COc1ccc(CN2CC(=O)N(c3ccc(Cl)cc3)C2=S)cc1OC,3%,-8%,1.8%,-1%,-2%,
Cc1cc(SCC(=O)N/N=C/c2ccccc2C(=O)O)c(C)cc1Br,1%,5%,i,-10%,-6%,
CCN1CCN(C(CNS(=O)(=O)c2ccc(Br)cc2)c2cccnc2)CC1 (centres undefined),-7%,-3%,1.1%,-1%,-7%,
CCOc1ccc(NC(=O)C2CCCN2C(=O)NC2CCCCC2)cc1 (centres undefined),-3%,0%,i,3%,2%,
O=C(N/N=C/c1ccc(Cl)cc1Cl)c1cccc(F)c1,-2%,-1%,0.1%,2%,4%,
C=CCSc1nc2c(c(=O)[nH]c(=O)n2C)n1CC,4%,-16%,1.3%,-11%,15%,
Cc1c(NC(=O)c2ccc3c(c2)OCO3)cccc1-c1nc2ccccc2o1,?,4%,7.6%,-1%,-1%,
Cc1cccc(NC(=O)c2nnn(-c3cccc(C(F)(F)F)c3)c2N)c1,-1%,-3%,1.1%,-1%,-6%,
CNS(=O)(=O)c1cccc2nsnc12,-2%,-1%,0.3%,-4%,-8%,
CCCNC(=O)CS(=O)Cc1nc(-c2cccc(OC)c2)oc1C (centres undefined),-5%,7%,0.9%,7%,-11%,inhibitors of VEEV 10K pilot screen=0.6
COc1cc(-n2c(C)nc3cc(C(=O)N4CCOCC4)ccc32)cc(OC)c1OC,16%,-7%,0.9%,-6%,17%,
COc1ccc(CC2(CCc3ccncc3)C(=O)NC(=O)NC2=O)cc1,-4%,-4%,0.3%,1%,-4%,
OCCC1CN(Cc2ccccc2-c2ccco2)CCN1C1CCCC1 (centres undefined),-8%,4%,i,21%,6%,
Cc1ccc(C(=O)Nc2ccc(C(=O)N/N=C/c3cccnc3)cc2)cc1,12%,-16%,i,-12%,-2%,
O=C(Cn1cc([N+](=O)[O-])cn1)N1CCN(Cc2ccc3c(c2)OCO3)CC1,1%,8%,0.6%,-6%,-7%,
Cn1c(Cn2cnc([N+](=O)[O-])n2)nnc1SCC(=O)Nc1cccc(Cl)c1,-1%,-6%,i,-5%,-5%,
CC(C)NC(=O)N(O)C1N(C(C)C)C(=O)N(Cc2ccc3c(c2)OCO3)C1(C)C (centres undefined),-3%,13%,2.2%,-5%,9%,
CC1CCc2cc(F)ccc2N1C(=O)c1ccc2c(c1)OCO2 (centres undefined),3%,-3%,3.1%,8%,18%,
O=C(COC(=O)c1ccccc1SCC(=O)N1CCCC1)NC1CCCCC1,-8%,3%,2.4%,-2%,-17%,
Cc1nc(NS(=O)(=O)c2cccs2)c2c3c(sc2n1)CCC3,5%,-5%,6.9%,1%,41%,
COc1ccc(Cl)cc1NC(=O)CN(C)C(=O)c1cc2c(s1)CCCC2,.,.,6.6%,6%,.,
Cn1c(CO)cnc1S(=O)(=O)Cc1c(Cl)cccc1Cl,1%,-4%,0.9%,-5%,-19%,
O=C(O)C(CCC(C(=O)O)c1ccccc1)c1ccccc1 (centres undefined),.,.,0.1%,-2%,.,
CCN(CC(=O)Nc1c(F)cccc1F)C(=O)CN1c2cccc3cccc(c23)S1(=O)=O,-4%,2%,2.2%,-2%,-4%,
SMILES,M. tuberculosis HTS,Salmonella PhoP GFP,inhibitors of VEEV,H1N1 NS1A inhibition,tuberculosis growth,others
COc1ccc(Cl)cc1NC(=O)C/C(C)=N/NC(=O)COc1ccc(C)cc1,-6%,-3%,1.0%,-3%,0%,
CCn1cc(C(=O)NCc2cccc(F)c2)c(=O)c2cc(F)c(N3CCN(C(=O)c4ccco4)CC3)cc21,?,0%,2.1%,-9%,44%,
COc1ccccc1NC(=S)N1CCN(c2ncccn2)CC1,-5%,8%,0.2%,-6%,-4%,
NC(=O)C1(N2CCCCC2)CCN(C(=O)c2ccc(C#CC3(O)CCCCC3)cc2)CC1,4%,-6%,i,-8%,-5%,
Cc1ccc(CSc2nnnn2C)cc1,-15%,-7%,i,-2%,-2%,
COc1ccc(OC)c(NC(=O)C2CC(C)=C(C)CC2C(=O)O)c1 (centres undefined),-1%,2%,2.0%,-1%,-7%,
Cc1ccc(OCc2cc(C(=O)N(C)CCc3ccccn3)no2)cc1C,1%,3%,5.7%,1%,32%,
COc1ccc(CC2(C)OC(c3ccccc3)=NN2C(C)=O)cc1 (centres undefined),8%,-1%,2.2%,-9%,9%,
COc1ccccc1-n1cnnc1SCC(=O)Nc1cccc(S(N)(=O)=O)c1,-4%,0%,i,11%,-10%,
O=C1C=CC(=O)N1c1ccc2c(c1)C(NC(=O)C(F)(F)F)c1ccccc1-2 (centres undefined),.,.,12%,-36%,.,
CC(C)(C)C(=O)Nc1ccnn1C1CCN(C(=O)c2ccc(Cl)cc2F)CC1,-1%,-2%,i,-6%,-3%,
COc1ccc(N2CCN(C3CCCN(Cc4ccc(F)c(F)c4)C3)CC2)cc1 (centres undefined),0%,4%,1.3%,2%,15%,
CCCS/C(N)=N/N=C/c1cc(C)ccc1O,?,-17%,1.2%,7%,?,
COc1ccc(-c2cc(C(=O)N/N=C(\C)c3cccnc3)c3cc(C)ccc3n2)cc1OC,-3%,-6%,7.9%,8%,8%,
Nc1c(N(CCC2=CCCCC2)C(=O)c2ccc([N+](=O)[O-])o2)c(=O)[nH]c(=O)n1Cc1ccccc1,17µM*,-6%,?,-8%,39%,
Cc1ccc(Cl)cc1NC(=S)Nn1cnnc1,-9%,-5%,0.4%,3%,59%,
CN(C(=O)c1ccccc1)c1ccccc1C(=O)NCCc1ccccc1,-7%,-3%,2.6%,96%,2%,
O=C(Cc1ccc(F)cc1)N1CCC2(CC1)NCCc1[nH]cnc12,0%,1%,i,4%,-5%,
COc1cc(CN2CCC(Cc3ccccc3)CC2)c([N+](=O)[O-])cc1OC,-3%,-2%,i,-3%,17%,
Cc1ccc(C(C)C)c(OCC(O)CN2CCN(CCO)CC2)c1 (centres undefined),-5%,-13%,i,-12%,0%,
CC(C)(C)NC(=O)COC(=O)c1ccc(Cl)nc1,0%,10%,0.1%,-13%,8%,
O=C1CSC2(CN3CCC2CC3)N1 (centres undefined),-6%,-2%,2.5%,-1%,-14%,
CC(C)c1ccc(OCc2cccc(C(=O)N/N=C/c3cccnc3)c2)cc1,-5%,4%,1.3%,-1%,?,
CCOc1ccc2[nH]c3c(N4CCc5ccccc5C4)ncnc3c2c1,?,9%,13%,.,66%,
CN(C)c1nc(N(C)C)nc(N(C#N)CCCl)n1,3%,5%,2.4%,1%,-5%,

# 2 compounds picked at random from those above:
SMILES,M. tuberculosis HTS,Salmonella PhoP GFP,inhibitors of VEEV,H1N1 NS1A inhibition,tuberculosis growth,others
COc1cc(CN2CCC(Cc3ccccc3)CC2)c([N+](=O)[O-])cc1OC,-3%,-2%,i,-3%,17%,
COc1ccc(-c2cc(C(=O)N/N=C(\C)c3cccnc3)c3cc(C)ccc3n2)cc1OC,-3%,-6%,7.9%,8%,8%,

# (further entries)
SMILES,M. tuberculosis HTS,Salmonella PhoP GFP,inhibitors of VEEV,H1N1 NS1A inhibition,tuberculosis growth,others
CCC1=C(OC(=O)N(CC)CC)N2C(=O)OC(=NCC(=O)OC)[C@]2(C)[C@H]2C1=CC[C@H]1C(=O)N(CC)C(=O)[C@H]12,-4%,-24%,i,2%,-10%,
Cc1ccc(S(=O)(=O)/N=C(\CN2CCCCC2)N2CCOCC2)cc1,-3%,-11%,0.3%,0%,-13%,
[O-][N+]12CC[N+]([O-])(CC1)c1ccccc12,-2%,1%,0.8%,-3%,1%,
Cc1cc(Cl)ccc1N(CC(=O)N=Nc1c(O)[nH]c2ccccc12)S(C)(=O)=O,-1%,-6%,1.4%,24%,18%,
COc1ccccc1NC(=O)/C(=C/c1ccncc1)NC(=O)c1ccccc1,-9%,4%,1.9%,0%,-8%,
Cc1ccc(C(=O)Nc2cc(Cl)ccc2-n2cncn2)o1,11%,3%,9.2%,-12%,12%,
Cc1onc(-c2ccccc2)c1C(=O)N(Cc1ccco1)Cc1cccs1,.,.,6.3%,0%,.,
Cn1nc(-c2ccc(Cl)cc2)c2cc(C(=O)NCCCN3CCOCC3)sc21,30%,9%,13%,4%,.,
Cc1ccc2cc(CN(CC(C)C)C(=O)C3CCCO3)c(=O)[nH]c2c1 (centres undefined),-9%,-9%,2.5%,-1%,0%,
COc1ccc(N2CCN(C(=O)c3ccc4c(c3)NC(=O)C(CSCc3cccc(F)c3)N4)CC2)cc1 (centres undefined),18%,-1%,.,.,62%,
COCCn1c(C)cc(C(=O)COC(=O)/C=C/c2cccc(OC)c2)c1C,?,-2%,5.9%,5%,5%,
CCOc1ccc(C2C(C#N)=C(N)Oc3cc(C)n(Cc4ccco4)c(=O)c32)cc1OC (centres undefined),3%,-4%,1.3%,10%,13%,
O=C(NCCc1ccccc1)C1CC(=O)N(C2CCCC2)C1 (centres undefined),-4%,-12%,1.0%,-1%,-8%,
CCC(=O)Nc1nc(N)n(-c2ccccc2)n1,2%,2%,0.9%,-3%,-5%,
O=S(=O)(Cc1ccccc1)N1CCCc2ccccc21,-12%,-3%,i,-3%,28%,
COc1ccccc1N=Nc1[nH]c2ccc(C)cc2c1O,3%,-9%,2.0%,-8%,18%,
COc1ccc(C(=O)NNC(=O)c2cnccn2)cc1[N+](=O)[O-],-7%,9%,1.3%,-20%,10%,
O=C(O)CCc1nn2c3ccccc3n(Cc3ccccc3)c2nc1=O,1%,-10%,i,-1%,-1%,
CCN(C(=O)CN1CCCC(C)C1)c1c(N)n(Cc2ccccc2)c(=O)[nH]c1=O (centres undefined),-6%,.,0.1%,-3%,11%,
COc1cccc(CNc2ccc3c(c2)CCC3)c1,?,-11%,0.2%,3%,68%,
COc1ccc(C(CNC(=O)C(CCSC)NC(=O)c2ccccc2Cl)N2CCOCC2)cc1 (centres undefined),-7%,-3%,0.7%,7%,-21%,
Cc1cc(C)c2cc3c(ccn3C3OC[C@H](O)[C@H](O)[C@H]3O)cc2n1 (some centres undefined),-2%,12%,1.5%,5%,63%,
O=C(CN(c1ccccc1)S(=O)(=O)c1ccc(F)cc1)NC1CCS(=O)(=O)C1 (centres undefined),-2%,-3%,0.6%,-1%,9%,
Cc1noc(C)c1C(=O)N1CCN(c2ccccc2O)CC1,-1%,.,0.6%,0%,0%,
O=C(CSc1nnc(NC(=O)C2CC2)s1)NCc1cccs1,5%,8%,2.5%,-4%,22%,
SMILES,M. tuberculosis HTS,Salmonella PhoP GFP,inhibitors of VEEV,H1N1 NS1A inhibition,tuberculosis growth,others
CCN(C(=O)COC(=O)CCCOc1ccc(Cl)cc1C)c1c(N)n(Cc2ccccc2)c(=O)[nH]c1=O,.,.,0.4%,2%,.,
Cc1ccc(-n2nnnc2SCn2nnc3ccccc3c2=O)c(C)c1,-2%,-15%,i,1%,11%,
CCCn1c2ccccc2c2cnn(CC(=O)NCCCN3CCCCC3CC)c(=O)c21 (centres undefined),4%,4%,i,0%,68%,
O=C(C1CC1)N(Cc1nc2ccccc2c(=O)[nH]1)Cc1cccs1,2%,6%,i,-3%,3%,
Cc1nn(C)cc1CN(C)C(=O)c1cc2nc(-c3ccco3)cc(C(F)(F)F)n2n1,-8%,-2%,8.8%,-21%,12%,
O=C(O)c1cccc2c1C(=O)c1ccc(N3CCCC3)cc1S2(=O)=O,-16%,.,0.4%,6%,-12%,
O=C(COC(=O)Cc1cccc(C(F)(F)F)c1)NC1CCS(=O)(=O)C1 (centres undefined),-7%,0%,0.7%,-4%,-10%,
CCOC(=O)c1c(CSc2ccc(CC)cc2)oc2ccc(O)c(CN(C)C)c12,?,-6%,i,9%,?,
CC(Oc1ccc(Br)cc1Br)C(=O)Nc1cccnc1Cl (centres undefined),?,-10%,2.8%,21%,28%,
COCCCNCCOc1cc(C(C)C)ccc1C,-6%,2%,3.4%,1%,46%,

# 4 successive records already listed:
SMILES,M. tuberculosis HTS,Salmonella PhoP GFP,inhibitors of VEEV,H1N1 NS1A inhibition,tuberculosis growth,others
O=C(C1CC1)N(Cc1nc2ccccc2c(=O)[nH]1)Cc1cccs1,2%,6%,i,-3%,3%,
Cc1nn(C)cc1CN(C)C(=O)c1cc2nc(-c3ccco3)cc(C(F)(F)F)n2n1,-8%,-2%,8.8%,-21%,12%,
O=C(O)c1cccc2c1C(=O)c1ccc(N3CCCC3)cc1S2(=O)=O,-16%,.,0.4%,6%,-12%,
O=C(COC(=O)Cc1cccc(C(F)(F)F)c1)NC1CCS(=O)(=O)C1 (centres undefined),-7%,0%,0.7%,-4%,-10%,
